PI4K2A block: blocks human PI4K2A kinase activity. activity change, negative = inhibition, % at 76.9 µM. AID 1346378. Q9BTU6. purified PI4K2A, ADP-Glo luminescence, 1 h; stronger effect = lower value. 0.13% of 420,000 active; in the data active = activity change below about -50%; inconclusive = mostly about -30% to -49%;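 note: -100% = wells without enzyme as full effect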
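Compounds are screened against recombinant PI4K2A using PI as substrate and ATP, the latter dispensed at 300 microM. Reactions run one hour at ambient temperature before ADP-Glo detection; full inhibition defined by wells lacking enzyme.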
Tb PGK inh: blocks T. brucei phosphoglycerate kinase. P07378. PGK/GAPDH coupled, Kinase-Glo luminescence, 60 min. Potency, µM (top dose mostly 57.5 µM), for the others: at the top dose activity change, negative = inhibition, hits mostly inhibitors. 0.043% of 380,000 active. AID 602233; note: potency is the fitted concentration of half-maximal effect; % is set by controls: 0 for no effect and ±100 for the full control effect; nearly all actives have a fitted effect of over 60% in size
Target sequence (P07378 whole entry, looked up): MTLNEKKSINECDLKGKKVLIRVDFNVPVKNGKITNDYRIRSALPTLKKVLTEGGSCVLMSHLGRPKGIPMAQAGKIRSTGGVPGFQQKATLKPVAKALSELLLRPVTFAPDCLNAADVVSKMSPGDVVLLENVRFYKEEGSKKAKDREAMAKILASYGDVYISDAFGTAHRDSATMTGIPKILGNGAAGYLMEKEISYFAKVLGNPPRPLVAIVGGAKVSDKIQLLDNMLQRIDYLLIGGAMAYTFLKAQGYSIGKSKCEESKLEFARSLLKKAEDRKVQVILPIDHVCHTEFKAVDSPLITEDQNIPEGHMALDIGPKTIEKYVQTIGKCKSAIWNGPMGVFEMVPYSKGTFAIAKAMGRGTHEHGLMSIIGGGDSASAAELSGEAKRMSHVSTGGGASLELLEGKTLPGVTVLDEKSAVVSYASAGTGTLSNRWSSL
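Luminescent ATP detection (Kinase-Glo Plus) follows a 60-minute room-temperature incubation, with wells lacking PGK as controls. Buffer: 100 mM TEA (pH 7.6), 5 mM MgCl2, 0.01% Tween-20. Coupling enzyme GAPDH (100 nM final) supplies unstable 1,3-BPG in-well.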
G9a block: blocks human histone lysine methyltransferase G9a; Q96KQ7; G9a H3K9 monomethylation, AlphaScreen, 2 h; Potency, µM (top dose mostly 102 µM), for the others: at the highest dose activity, negative = inhibition, usual class: inhibitors; 8.8% of 350,000 active; note: potency is the fitted concentration of half-maximal effect; % is set by controls: 0 for no effect and ±100 for the full control effect; nearly all actives have a fitted effect of over 75% in size
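Signal arises when biotinylated H3K9 peptide, once monomethylated, bridges streptavidin donor and antibody-captured acceptor beads. Enzyme at 20 nM was preincubated 15 min with test compounds; peptide 500 nM and SAM 20 uM then reacted for 2 h.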
HP1b chromo inh: inhibitors of HP1-beta chromodomain binding to methylated histone tails | P83916 | 0.56% of 390,000 active | Potency, µM (doses to about 114 µM), for inactives: at the highest dose activity change, negative = inhibition, most hits filed as inhibitors | AlphaScreen HP1-beta / biotin-H3K9me3 peptide binding; note: potency is the fitted concentration of half-maximal effect; nearly all actives have a fitted effect of over 70% in size; inactives centre near 23
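Compound inhibition of the preformed complex between 50 nM HP1-beta and 50 nM biotinylated H3K9me3 peptide was read by AlphaScreen. Buffer was PBS pH 7.4 with 0.01% Tween-20. Incubations ran 30 min at room temperature, with 10 ug/mL donor/acceptor beads.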
ERG-DNA inh: ERG Ets/DNA interaction inhibition; AID 624246; Potency, µM (series often up to 76.9 µM), for inactives: at the top dose FP activity, negative = inhibition, most hits filed as inhibitors; P11308; 0.028% of 370,000 active; fluorescence polarization, His-ERG Ets domain / labelled DNA; active = well fitted inhibition curve with a large enough effect in the polarisation, with a control signal flat; inconclusive = small, poorly fitted or top-dose-only effect, or effect the other way, or a change in a side signal; inactive = no such curve, though single readings can be large or run the other way; the % refers to the polarisation;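 note: polarization taken with two DNA probes labelled with fluorescein and Texas red; potency is the fitted concentration of half-maximal effect; % of control where 0% means no effect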
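His-tagged ERG Ets domain (1 uM in the protein solution; 300mM KCl, 50mM Tris-HCl, 1mM EDTA, 1mM DTT, pH 7.5) received compound, then a probe mix of 5 nM fluorescein-DNA and 100nM Texas-615-DNA. Fluorescence polarization was read for both dyes.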
BAZ2B inh: BAZ2B (human) inhibition; AlphaScreen BAZ2B-H3K14Ac peptide displacement; Potency, µM (highest dose often 114 µM), for the others: at the top dose activity change, negative = inhibition, actives largely listed as inhibitors; 4.4% of 360,000 active; AID 504333; note: potency is the fitted concentration of half-maximal effect; % is set by controls: 0 for no effect and ±100 for the full control effect; nearly all actives have a fitted effect of over 60% in size
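Protein-peptide AlphaScreen: BAZ2B 50 nM, b-H3K14Ac 50 nM, 1x PBS pH 7.4 + 0.01% Tween-20. Preincubation 30 min RT; cpd 30 min RT (top 110 uM); beads 20 min RT, light-protected.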
Pin1 inh: human Pin1 inhibition. Q13526. Pin1 FP peptide displacement, HiFluor488, 10 min. Potency, µM (series often up to 115 µM), inactives show at the highest dose activity, negative = inhibition, usual class: inhibitors. 0.009% of 390,000 active. AID 504891; active = well fitted inhibition curve with a large enough effect in the polarisation, with a control signal flat, not every such curve was filed as active; inconclusive = small, poorly fitted or top-dose-only effect, or effect the other way, or a change in a side signal; inactive = no such curve, though single readings can be large or run the other way; the % refers to the polarisation; note: potency is the fitted concentration of half-maximal effect; % is set by controls: 0 for no effect and ±100 for the full control effect
GLS inhibitor: glutaminase GLS (human) inhibition | Potency, µM (titrated, usually from 45.5 µM), without a hit: top-dose activity change, negative = inhibition, actives largely listed as inhibitors | GLS enzymatic activity, qHTS titration | 0.21% of 410,000 active | AID 624170 | O94925; note: potency is the fitted concentration of half-maximal effect; % is set by controls: 0 for no effect and ±100 for the full control effect
Target sequence (O94925 whole entry, looked up): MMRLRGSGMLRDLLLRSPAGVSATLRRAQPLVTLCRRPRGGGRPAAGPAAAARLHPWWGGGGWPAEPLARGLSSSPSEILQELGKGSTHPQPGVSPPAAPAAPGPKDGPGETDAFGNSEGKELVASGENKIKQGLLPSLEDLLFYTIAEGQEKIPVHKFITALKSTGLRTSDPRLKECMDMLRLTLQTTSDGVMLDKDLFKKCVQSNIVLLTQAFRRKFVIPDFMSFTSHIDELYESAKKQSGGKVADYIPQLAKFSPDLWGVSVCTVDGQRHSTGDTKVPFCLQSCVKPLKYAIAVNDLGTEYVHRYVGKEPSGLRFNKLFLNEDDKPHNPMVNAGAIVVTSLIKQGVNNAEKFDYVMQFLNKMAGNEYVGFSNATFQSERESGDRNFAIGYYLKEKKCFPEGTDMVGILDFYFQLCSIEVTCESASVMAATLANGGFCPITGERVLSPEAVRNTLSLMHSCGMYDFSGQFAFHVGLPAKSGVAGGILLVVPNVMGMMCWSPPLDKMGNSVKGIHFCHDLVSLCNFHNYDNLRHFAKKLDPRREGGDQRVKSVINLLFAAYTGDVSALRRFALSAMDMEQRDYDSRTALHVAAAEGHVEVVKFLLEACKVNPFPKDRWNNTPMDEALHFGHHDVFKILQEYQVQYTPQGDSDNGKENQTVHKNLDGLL
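hKGA in 45 mM KH2PO4 (pH 8.2), 0.02% Tween-20 with compound, then 1mM L-Glutamine (stock as added) plus glutamate oxidase/HRP/Amplex red coupling mix. Fluorescence read initially and after 30 min at RT; signal change reflects glutamate formation.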
JMJD2A Tudor: inhibitors of human JMJD2A Tudor domain. O75164. AlphaScreen JMJD2A-Tudor / H3K4me3 peptide binding. Potency, µM (series often up to 114 µM), for the others: at the highest dose activity change, negative = inhibition, most hits filed as inhibitors. 4.4% of 390,000 active. AID 504339; note: potency is the fitted concentration of half-maximal effect; % is set by controls: 0 for no effect and ±100 for the full control effect; nearly all actives have a fitted effect of over 50% in size
Numbers without * were called inactive; i = inactive; ? = inconclusive; . = no result given; & = joins results of further samples; [ ] = remark or other dose. Unless noted, calls come from the whole dose curve; as a rule, active = well fitted curve in the direction sought with a large enough effect; inconclusive = small, poorly fitted or top-dose-only effect, or another doubt; inactive = no such curve, though single readings can be large; an effect the other way counts as inactive or inconclusive.

1: CCOC(=O)C1C(=O)C=C(c2ccc(C)cc2)CC1c1ccccc1 (stereo unspecified)
2: CCc1ccccc1N(C(=O)c1snc(C(N)=O)c1N)C(C(=O)NCC1CCCO1)c1ccc(C)o1 (stereo unspecified)
3: COc1ccc(CCNC(=O)C(C)n2nc(C)c3c(C)n(-c4ccc(C)cc4)nc3c2=O)c(OC)c1 (stereo unspecified)
4: CNS(=O)(=O)c1ccc2c(c1)oc(=O)c1cc(S(=O)(=O)NC)ccc12
5: COc1ccc(C(CC(=O)O)c2cc(OC)c(OC)c(OC)c2)cc1OC (stereo unspecified)
6: O=c1c2ccccc2cnn1Cc1ccc(Br)cc1F
7: CCOC(=O)c1cc(-c2ccc(F)cc2)n(CCC(=O)Nc2ccccc2OC)c1C
8: COc1cc(/C=C(\NC(=O)c2ccccc2)C(=O)NC(C(=O)O)c2ccccc2)cc(OC)c1OC (stereo unspecified)

compound no. | 1 | 2 | 3 | 4 | 5 | 6 | 7 | 8
PI4K2A block | 13 | -17 | -1 | -2 | -3 | 5 | -7 | -4
Tb PGK inh | -3% | 3% | -3% | 2% | 0% | -4% | -9% | -2%
G9a block | 82%[activator] | 10% | -9%[59 µM] | -25% | . | 49% | -43%[59 µM] | 40µM*
HP1b chromo inh | 70%[activator] | 19% | 17% | 29% | 43%[activator] | 34% | -13% | 21%
ERG-DNA inh | 0% | 7% | -7% | 2% | -10% | -11% | 2% | 1%
BAZ2B inh | -2% | -17% | -21% | -2% | . | 25% | -32% | -20%[57.1 µM]
Pin1 inh | 3% | 5% | 0% | -6% | -4% | 2% | 27% | -11%
GLS inhibitor | -11% | 6% | 3% | -1% | -8% | 11% | -8% | 0%
JMJD2A Tudor | 30% | -4% | -5% | -12% | -3% | 16% | ? | -14%

Single records, from the list above:
`O=c1c2ccccc2cnn1Cc1ccc(Br)cc1F` reads PI4K2A block = 5; Tb PGK inh = -4%; G9a block = 49%; HP1b chromo inh = 34%; ERG-DNA inh = -11%; BAZ2B inh = 25%; Pin1 inh = 2%; GLS inhibitor = 11%; JMJD2A Tudor = 16%
`COc1ccc(CCNC(=O)C(C)n2nc(C)c3c(C)n(-c4ccc(C)cc4)nc3c2=O)c(OC)c1` (stereo unspecified) reads PI4K2A block = -1; Tb PGK inh = -3%; G9a block = -9%[59 µM]; HP1b chromo inh = 17%; ERG-DNA inh = -7%; BAZ2B inh = -21%; Pin1 inh = 0%; GLS inhibitor = 3%; JMJD2A Tudor = -5%

Later entries:
9: Clc1ccccc1C1=CC(c2ccco2)n2nnnc2N1 (stereo unspecified)
10: O=C(Nc1cc(F)ccc1F)c1cc2nc(-c3ccco3)cc(C(F)(F)Cl)n2n1
11: Cc1nc(SCc2ccccc2)c(C(F)(F)F)c(=O)[nH]1
12: Cc1ccc(S(=O)(=O)Nc2c(C)n(C)n(-c3ccccc3)c2=O)c(C)c1
13: CCOCCOc1cccc(C(=O)NC(c2ccccc2)C(C)C)c1 (stereo unspecified)
14: CCc1ccc(NC(=O)c2cnccn2)cc1
15: CN(c1ccccc1)c1nc(N)c([N+](=O)[O-])c(NCCO)n1
16: COc1ccc(CNC(=O)C[C@H]2C(=O)N(Cc3ccccc3)C[C@@H]2Cc2ccccc2)cc1

compound no. | 9 | 10 | 11 | 12 | 13 | 14 | 15 | 16
PI4K2A block | 2 | 0 | 8 | 3 | -2 | -8 | -1 | 0
Tb PGK inh | 2% | 5% | i | -4% | 3% | 3% | 6% | i
G9a block | . | ? | 3% | 26%[0.501 µM] | 1% | . | ? | 8%
HP1b chromo inh | -20% | 24% | 34% | 41%[activator] | 36% | 23% | 38%[activator] | 43%
ERG-DNA inh | 3% | 2% | 0% | 1% | -3% | 7% | -2% | 5%
BAZ2B inh | ? | -4% | 4% | 11% | -9% | 8%[0.457 µM] | -10% | ?
Pin1 inh | -6% | ? | -1% | 1% | -2% | 1% | -6% | -8%
GLS inhibitor | 7% | 3% | -10% | -21% | 0% | ? | 9% | 0%
JMJD2A Tudor | -22% | -14% | 5%[11.4 µM] | -3% | -5% | -9% | -18% | -21%

17: COC(CNC(=O)c1ccc2c(c1)ncn2-c1cc(C)cc(C)c1)OC
18: CC(C)(CN1CCNCC1)NS(=O)(=O)c1ccc(Cl)cc1
19: COc1cccc(OC2OC3COC(C)(C)OC3C(O)C2NC(C)=O)c1 (stereo unspecified)
20: CCCC(=O)Nc1ccc2c(c1)nc(CN1CCN(C(C)=O)CC1)n2C
21: CCOC(=O)/C(=C\c1ccccc1)NC(=O)c1ccccc1
22: CC(C)C(C)NC(=O)CN1C(=O)NC2(CCCCCC2)C1=O (stereo unspecified)
23: O=C1N(c2ccccc2)C2CS(=O)(=O)CC2N1c1ccc(Br)cc1 (stereo unspecified)
24: COc1ccc(/C=N/NC(=O)c2ccccc2O)cc1CSc1ccccn1

compound no. | 17 | 18 | 19 | 20 | 21 | 22 | 23 | 24
PI4K2A block | 3 | 1 | -2 | 5 | 0 | -1 | -17 | -2
Tb PGK inh | i | 6% | -8% | i | 6% | -2% | -2% | -3%
G9a block | 17% | 14%[12.7 µM] | 18% | 50µM* | . | -3% | -7%[59 µM] | ?
HP1b chromo inh | 13% | 20% | 56%[activator] | 29% | 37%[activator] | 28% | 40% | 32%
ERG-DNA inh | 19% | -7% | 0% | 6% | -2% | -6% | 3% | .
BAZ2B inh | -10% | 7% | -14% | 1%[57.1 µM] | 4% | 9% | -2% | -4%
Pin1 inh | -9% | -3% | -1% | -8% | 0% | -10% | -6% | 27%
GLS inhibitor | 9% | 7% | -5% | -2% | 4% | 0% | -11% | 13%
JMJD2A Tudor | -23% | -22% | -2% | 10% | -9% | -18% | -14% | -9%

25: CCOC(=O)c1ccc(NC(=S)NCCC2=CCCCC2)cc1
26: COc1ccc(C(=O)NCCCNC(=O)c2cnccn2)cc1Br
27: COc1cc(CC(=O)Nc2ccc(N3CCOCC3)cc2)cc(OC)c1OC
28: CCOC(=O)c1cccc(NC(=O)Cn2cnc3c2c(=O)n(C)c(=O)n3C)c1
29: COc1cccc(C2=NN(C(=O)CCCC(=O)O)C(c3cccs3)C2)c1 (stereo unspecified)
30: CCOc1ccc(/C=C/C(=O)c2ccccc2)cc1
31: CCC(CC)C(=O)Nc1nnc(S(=O)(=O)N2CCCCCC2)s1
32: COc1cccc(C2Nc3ccccc3-c3nnc(SCc4ccccc4)nc3O2)c1OC (stereo unspecified)

compound no. | 25 | 26 | 27 | 28 | 29 | 30 | 31 | 32
PI4K2A block | 1 | 1 | 1 | 3 | 5 | ? | -2&-4 | -3
Tb PGK inh | -2% | 1% | -7% | 5% | -1% | -2% | -3%&-6% | i
G9a block | 62%[activator][59 µM] | ? | -37% | 11%[59 µM] | 5% | 212%[activator] | -10% | 9%[59 µM]
HP1b chromo inh | 39% | 8% | 13% | 31%[activator] | 28% | 87%[activator] | 34%&19% | 2%
ERG-DNA inh | -5% | 14% | 2% | -3% | -2% | -2% | 2%&-20% | 15%
BAZ2B inh | -1% | 6% | -12% | 5% | -16% | 55%[activator] | 9% | -26%
Pin1 inh | 1% | -4% | 2% | 1% | 10% | 5% | 2%&12% | 22%
GLS inhibitor | 2% | 0% | 12% | 1% | -3% | 3% | 0%&-2% | 17%
JMJD2A Tudor | 0% | -5% | 6%[11.4 µM] | -7% | -19% | 71%[activator] | -13%&-16% | ?

33: CC1CCCC(C)N1/N=C/c1ccccc1F (stereo unspecified)
34: O=C(c1cc(-c2ccc(F)cc2)nc2ccccc12)N1CCC1
35: COC(=O)c1cc(=O)n(Cc2ccc(OC)c(OC)c2)c(=Nc2ccc(F)cc2)s1
36: CCC(=O)N1CCc2cc(S(=O)(=O)N3CCc4ccccc43)ccc21
37: COc1cc(C(C)=O)ccc1OCC(O)CN1CCN(c2ccccc2)CC1 (stereo unspecified)
38: O=C(CNC(=O)c1ccco1)OCN1C(=O)c2ccccc2C1=O
39: OCC(CO)(CO)NC(=S)Nc1cc(Cl)cc(Cl)c1
40: Nc1cc(C(=O)N/N=C/c2cccc([N+](=O)[O-])c2)n[nH]c1=O
41: Cc1cc(C)c2c(-n3cccc3)c(C(=O)NNS(=O)(=O)c3ccccc3)sc2n1
42: COc1ccc(CNc2nc3c(c(=O)n(C)c(=O)n3C)n2Cc2ccccc2Cl)cc1
43: COc1cc2cc(CN(CCc3ccccc3C)C(=S)NCCCN(C)C)c(=O)[nH]c2cc1OC

compound no. | 33 | 34 | 35 | 36 | 37 | 38 | 39 | 40 | 41 | 42 | 43
PI4K2A block | -5 | 7 | 7 | 3 | 9 | -4 | 6 | 6 | 4 | -1 | 1
Tb PGK inh | -8% | -10% | -9% | 0% | -5% | -8% | -18% | 10% | -9% | i | -8%
G9a block | 3.2µM* | . | ? | ? | 29% | -8% | -29% | ? | 10% | 6%[59 µM] | 14%[59 µM]
HP1b chromo inh | ? | 33% | -11% | 25% | 11% | 10% | 31% | 81%[activator] | 7% | 18% | 8%
ERG-DNA inh | 0% | 7% | 3% | -4% | -15% | 0% | 4% | 12% | -11% | -3% | -14%
BAZ2B inh | 50µM* | . | 15% | 39%[activator] | -6% | -1% | -20% | 56µM* | -6% | -1% | -7%
Pin1 inh | 3% | -6% | -3% | 5% | 1% | -1% | -9% | ? | 0% | 2% | 9%
GLS inhibitor | -11% | -2% | -4% | 0% | 14% | 6% | 8% | 1% | 8% | 1% | 2%
JMJD2A Tudor | 3.2µM* | -1% | ? | -7% | 1% | -15% | -19% | ? | ? | -9% | -33%

Source: PubChem
